TIM10 inh: TIM10 yeast growth inhibition; S. cerevisiae TIM10 strain growth, BacTiter-Glo luminescence, 24 h; inhibition, % at 10 µM; 1.4% of 330,000 active; AID 463195;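 active = inhibition of 40% or more at the single tested concentration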;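 also: wild-type TIM10 isogenic control strain grown at permissive 25 °C; 0% = DMSO yeast wells and 100% = minimal medium wells without yeast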
UPR XBP1 act: adaptive UPR (XBP1) activation | CHO-XBP1 luciferase reporter, IRE1-XBP1 UPR activation, luminescence; percent of tunicamycin response, DMSO as zero | activation, % at 20 µM | 0.33% of 330,000 active | AID 463104;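 active = versus positive control, 20 µM dose yields 30% or more activation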;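 also: 100% = tunicamycin at 10 µg/mL and 0% = DMSO only wells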
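Material – CHO cell line with stable XBP1 luciferase reporter · Buffer or medium – F12 plus 10% FBS · Compound – single point, 20 µM final compound, 1% DMSO · Schedule – 16-18 h cell attachment at 37 °C, then 6 h compound exposure · Signal – Steady-Glo luminescence read · Benchmarks – high control tunicamycin 10 µg/mL final, low control DMSO vehicle only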
Mdm2 MdmX PPI: human Mdm2/MdmX binding inhibition; SaOS-2 split-luciferase Mdm2/MdmX complementation, luminescence; inhibition, % at 8 µM; 3% of 330,000 active;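 active = inhibition of at least 50% at 8 µM in the primary screen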
Target sequence (O15151 whole entry, looked up): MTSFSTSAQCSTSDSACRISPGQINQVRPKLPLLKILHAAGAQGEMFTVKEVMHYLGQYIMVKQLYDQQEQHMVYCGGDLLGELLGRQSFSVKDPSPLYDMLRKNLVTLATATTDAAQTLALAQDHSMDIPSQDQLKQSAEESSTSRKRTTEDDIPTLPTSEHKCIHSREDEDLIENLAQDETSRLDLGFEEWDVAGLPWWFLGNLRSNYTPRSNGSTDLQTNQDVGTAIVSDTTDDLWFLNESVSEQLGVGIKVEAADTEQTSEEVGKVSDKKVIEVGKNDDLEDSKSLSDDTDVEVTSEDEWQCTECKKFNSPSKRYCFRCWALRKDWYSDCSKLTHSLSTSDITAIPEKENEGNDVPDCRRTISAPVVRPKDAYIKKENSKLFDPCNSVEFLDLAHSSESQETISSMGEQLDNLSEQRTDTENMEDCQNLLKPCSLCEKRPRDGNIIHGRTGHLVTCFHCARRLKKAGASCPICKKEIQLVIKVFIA
Target sequence (Q00987 whole entry, looked up): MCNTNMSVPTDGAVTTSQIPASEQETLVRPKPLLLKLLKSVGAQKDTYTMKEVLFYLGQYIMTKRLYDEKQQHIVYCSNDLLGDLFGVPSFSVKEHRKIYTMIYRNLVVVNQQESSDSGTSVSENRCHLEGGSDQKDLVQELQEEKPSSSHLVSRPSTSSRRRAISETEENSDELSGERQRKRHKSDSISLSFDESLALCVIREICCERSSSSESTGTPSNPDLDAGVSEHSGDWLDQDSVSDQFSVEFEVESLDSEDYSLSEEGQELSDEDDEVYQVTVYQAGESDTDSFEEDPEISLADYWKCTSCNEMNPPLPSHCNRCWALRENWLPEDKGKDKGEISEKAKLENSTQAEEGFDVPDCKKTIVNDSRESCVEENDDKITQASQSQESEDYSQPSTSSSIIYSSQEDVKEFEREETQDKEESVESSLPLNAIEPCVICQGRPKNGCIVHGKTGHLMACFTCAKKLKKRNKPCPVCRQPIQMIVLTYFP
UPR CHOP act: apoptotic UPR (CHOP) activation | AID 449763 | CHO-CHOP luciferase reporter, luminescence; percent of tunicamycin response over DMSO baseline | 0.34% of 330,000 active | activation, % at 10 µM;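 active = at 10 µM dose, activation of 40% or more, normalized to positive control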;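 also: 100% = tunicamycin at 10 µg/mL and 0% = DMSO alone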
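Material: CHO-CHOP cells, stable luciferase reporter of PERK-eIF2a-CHOP signalling; quantity: 500 reporter cells seeded per well; buffer or medium: F12 medium containing 10% fetal bovine serum; compound: one dose, 10 µM in 0.5% DMSO; incubation: 6 h compound treatment, 37 °C; measured by: Steady-Glo luciferase luminescence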
697 NFkB inh: inhibitors of the PMA/ionomycin-induced NF-kB reporter in 697 B cells. 697 B-cell NF-kB luciferase reporter, 16 h. inhibition, % at 4 µM. 0.33% of 330,000 active; in the data active = inhibition above about 35%
tim23-1 inh: growth inhibitors of tim23-1 mutant yeast | S. cerevisiae tim23-1 growth, BacTiter-Glo luminescence, 24 h | inhibition, % at 20 µM | 1.3% of 330,000 active | AID 463212;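 active = growth inhibition of the mutant yeast at or above 50%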;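 also: temperature-sensitive mutant grown at 25 °C; plate controls were DMSO-treated mutant yeast for no effect and medium wells lacking yeast for full effect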
tim10-1 inh: tim10-1 yeast growth inhibition; S. cerevisiae tim10-1 ts strain growth, BacTiter-Glo, 24 h; AID 463190; 2.2% of 330,000 active; inhibition, % at 20 µM;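 active = inhibition of at least 40%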;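 also: mutant grown at 25 °C; 0% = DMSO wells with yeast and 100% = wells holding no yeast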
Jurkat NFkB inh: lowers PMA/ionomycin-induced NF-kB signal in Jurkat cells; PMA/ionomycin-induced NF-kB luciferase reporter, luminescence; AID 435003; 0.53% of 330,000 active; inhibition, % at 4 µM; in the data active = inhibition above about 50%
Starred values were filed as active, the others as inactive; / = no result given. Random draw from the library; about 6.6% have a hit in one of these screens.

SMILES	TIM10 inh	UPR XBP1 act	Mdm2 MdmX PPI	UPR CHOP act	697 NFkB inh	tim23-1 inh	tim10-1 inh	Jurkat NFkB inh
CC(C)(C)NC(=O)CCc1ncc(C(F)(F)F)cc1Cl	-21	-2	9	-1.0	17	5	-5	-13
O=[N+]([O-])c1cc(-n2cnnn2)ccc1N1CCC(Cc2ccccc2)CC1	19	1	18	-0.3	-15	29	-6	8
COc1cccc(CNC(=O)C(=O)NCCC2CCCCN2S(=O)(=O)c2ccccc2)c1 (stereo unspecified)	28	-4	-9	0.2	2	26	15	10
Nc1ccccc1-c1nc2ccccc2s1	14	2	-52	5.9	-89	27	18	-75
Cc1ccc(OCCn2cccn2)c(C)c1	-3	1	9	-1.2	11	10	5	9
c1cncc(Cc2cc3ccccc3[nH]2)c1	5	-2	15	-1.0	17	7	0	5
COc1ccc(N2CCN(C(=O)c3ccc(OCC4CCCO4)cc3)CC2)cc1 (stereo unspecified)	9	0	0	-0.5	-41	4	37	-1
Cc1cccc(-c2oc3ccc(-c4ccc5c(c4)OCO5)cc3c2C#Cc2cncn2C)c1	5	9	62*	7.2	-42	4	14	-41
COc1ccc(C)cc1NC(=O)CC(O)(C(F)(F)F)C(F)(F)F	23	0	9	1.0	-5	22	32	-23
COc1ccc(-c2ccc(SCC(=O)N3CCCC3)nn2)cc1OC	0	1	3	0.8	0	-5	15	-15
COc1ccc(NS(=O)(=O)c2cccc3nsnc23)cc1Cl	17	-6	16	0.8	-2	28	3	-13
CC(C)(NC(=O)N1CCOCC1)c1cccc(C(C)(C)NC(=O)N2CCOCC2)c1	8	2	-13	-0.4	-21	5	3	-11
COC(=O)c1ccc(NC(=S)NCCc2ccccc2C)cc1	36	-4	11	1.4	-16	45	32	17
O=C(CSc1nnc(SCc2ccccc2Cl)s1)N/N=C/c1ccc(C(=O)O)cc1	-2	0	11	3.9	12	23	-3	-5
Cc1ccc(/C=C2\SC(=S)N(CCC(=O)N3CCOCC3)C2=O)cc1	12	-3	57*	1.5	-13	29	25	17
Cc1ccc(Oc2ccc(OCC(=O)NC(C)C(=O)O)cc2)cc1 (stereo unspecified)	4	0	8	0.3	25	13	13	-5
CC(C)=C(NC(=O)c1ccccc1)C(=O)NC(Cc1ccccc1)C(=O)O (stereo unspecified)	-15	-2	13	1.0	-1	8	12	-9
CC(=O)Nc1ccc(S(=O)(=O)NC2CC(=O)N(c3ccc(C)c(C)c3)C2)cc1 (stereo unspecified)	2	-4	25	2.1	21	12	8	11
CC1CCN(C(c2ccc(N(C)C)cc2)c2nnnn2C(C)(C)C)CC1 (stereo unspecified)	10	-3	22	1.6	-15	3	21	-20
N#Cc1cccnc1Oc1ccccc1	4	0	14	1.2	11	5	-9	-3
CCOC(=O)c1c(Cc2ccccc2)c[nH]c1C	22	9	-5	3.2	-16	16	12	-19
CCc1ccc(OCC2c3cc(OC)c(OC)cc3CCN2C(=S)NC)cc1 (stereo unspecified)	14	6	47	1.0	10	25	48*	-1
CCNC(=O)C(=O)NCc1ccncc1	8	-2	-8	0.0	6	7	-10	5
CCOC(=O)Cc1csc(NC(=O)C(C)(C)CC)n1	8	3	-39	2.7	-3	13	5	-21
O=C(CCN1C(=O)C2CCCCC2C1=O)Nc1nc(-c2ccccc2)cs1 (stereo unspecified)	-3	0	-6	3.5	-12	-14	3	-24

A draw from above in order of heavy-atom count, low to high:
SMILES	TIM10 inh	UPR XBP1 act	Mdm2 MdmX PPI	UPR CHOP act	697 NFkB inh	tim23-1 inh	tim10-1 inh	Jurkat NFkB inh
N#Cc1cccnc1Oc1ccccc1	4	0	14	1.2	11	5	-9	-3
CCOC(=O)c1c(Cc2ccccc2)c[nH]c1C	22	9	-5	3.2	-16	16	12	-19
COc1ccc(C)cc1NC(=O)CC(O)(C(F)(F)F)C(F)(F)F	23	0	9	1.0	-5	22	32	-23
Cc1ccc(Oc2ccc(OCC(=O)NC(C)C(=O)O)cc2)cc1 (stereo unspecified)	4	0	8	0.3	25	13	13	-5
CC(C)=C(NC(=O)c1ccccc1)C(=O)NC(Cc1ccccc1)C(=O)O (stereo unspecified)	-15	-2	13	1.0	-1	8	12	-9

The results go on:
SMILES	TIM10 inh	UPR XBP1 act	Mdm2 MdmX PPI	UPR CHOP act	697 NFkB inh	tim23-1 inh	tim10-1 inh	Jurkat NFkB inh
CC(=O)c1sc(NC(=O)CN2C(=O)C3CC=CCC3C2=O)nc1-c1ccccc1 (stereo unspecified)	15	-1	-14	-0.4	-10	4	3	1
CC1(C)CC(=O)C2=C(C1)NC1=C(C(=O)c3ccccc31)C2c1cccnc1 (stereo unspecified)	11	0	25	-0.2	-5	1	19	-6
CCn1cc(C(=O)N[C@@H](CCSC)C(=O)NCCO)c(=O)c2cc3c(cc21)OCO3	5	-1	17	-1.5	18	5	-10	-1
CCc1nn(C)c2c(=O)c(=O)c2n(C)[nH]1	-9	0	27	-0.6	9	4	2	-17
COc1ccc(N2CCN(C(=O)Cn3c(=O)[nH]c4ccsc4c3=O)CC2)cc1	10	1	13	1.5	15	10	17	4
Cn1c(CCCOc2ccc(Cl)cc2Cl)nnc1SCC(=O)Nc1nccs1	5	1	-31	2.3	11	7	0	-5
O=C(NCc1cccnc1)c1cccc(NS(=O)(=O)c2ccc(Br)cc2)c1	11	-1	39	-0.8	-27	18	26	48
[O-]/[N+](=C/c1ccc(F)cc1)c1ccccc1	-4	-1	15	3.6	16	-8	11	-7
COC(=O)c1c([N+](=O)[O-])c(OC)c(OC)c(OC)c1[N+](=O)[O-]	9	-2	4	-1.6	6	18	10	12
Cc1cc(C)n(/N=C/c2cccc(O)c2)c(=O)c1C(N)=O	-2	-3	12	-0.4	17	-14	-14	-2
O=C(c1ccc(Cl)cc1Cl)N1CCSCC1	8	-3	19	0.3	7	-2	9	17
CCCCNC(=O)CN1C(=O)NC(Cc2ccccc2)(Cc2ccccc2)C1=O	-10	-1	6	-0.3	-7	-1	9	-35
O=C(CN(C(=O)c1csnn1)c1ccc(Br)cc1)NC1CCCCC1	-4	2	-11	1.6	9	14	4	-15
COc1ccc(NC(=O)c2ccc(=O)[nH]c2)cc1S(=O)(=O)N1CCOCC1	3	-2	16	-1.1	12	3	-9	11
O=C1Nc2ccccc2C12OCC1(CO2)COC2(OC1)C(=O)Nc1ccccc12 (stereo unspecified)	2	-2	10	1.5	9	18	9	10
CN(C(=O)CN1C(=O)S/C(=C\c2ccccc2)C1=O)C1CCS(=O)(=O)C1 (stereo unspecified)	-7	-1	1	0.8	-2	11	3	15
COc1cnc(-c2ccccn2)nc1Oc1cccc(C(F)(F)F)c1	21	3	19	1.6	-25	38	44*	-6
COc1cc(C(=O)N2c3ccccc3CC2C)cc(OC)c1OC (stereo unspecified)	-7	1	-3	-2.0	-4	23	16	5
CCOc1ccccc1-c1nc(CN2CCN(C(=O)c3ccco3)CC2)c(C)o1	16	-5	13	1.4	11	39	41*	0
CCCCc1nnc(NC(=O)C2CC(=O)N(c3ccc4c(c3)OCCO4)C2)s1 (stereo unspecified)	-7	-3	11	-0.1	10	4	-7	0
N=c1sc2ccccc2n1-c1ccccc1	-9	13	79*	9.5	10	1	12	2
CC(=O)Nc1ccccc1C(=O)C(=O)Nc1cccc(C(=O)NCc2ccccc2)c1	-3	-5	15	3.2	10	7	5	4
O=C(NOC(=O)c1c(F)cccc1Cl)c1ccc(Cl)c(Cl)c1	-14	1	11	-0.8	-32	19	35	-25
CC(C)(C)c1cc(CSC(=S)NC2CCS(=O)(=O)C2)c(Br)c(C(C)(C)C)c1 (stereo unspecified)	11	-5	18	9.8	-33	13	11	0
COc1cc(OC)c2c(-c3ccccc3)cc(=O)oc2c1C(CCN1CCOCC1)c1ccc2c(c1)OCO2 (stereo unspecified)	2	9	30	2.3	16	30	12	/

Rewritten with two lines to a compound: part of the list above
Values run as follows: TIM10 inh | UPR XBP1 act | Mdm2 MdmX PPI | UPR CHOP act | 697 NFkB inh | tim23-1 inh | tim10-1 inh | Jurkat NFkB inh
- COc1cnc(-c2ccccn2)nc1Oc1cccc(C(F)(F)F)c1
    21 | 3 | 19 | 1.6 | -25 | 38 | 44* | -6
- CCn1cc(C(=O)N[C@@H](CCSC)C(=O)NCCO)c(=O)c2cc3c(cc21)OCO3
    5 | -1 | 17 | -1.5 | 18 | 5 | -10 | -1
- O=C(CN(C(=O)c1csnn1)c1ccc(Br)cc1)NC1CCCCC1
    -4 | 2 | -11 | 1.6 | 9 | 14 | 4 | -15

(listing goes on)
SMILES	TIM10 inh	UPR XBP1 act	Mdm2 MdmX PPI	UPR CHOP act	697 NFkB inh	tim23-1 inh	tim10-1 inh	Jurkat NFkB inh
COc1ccc(-n2c(COc3cccc(C)c3)n[nH]c2=S)cc1	3	-7	1	-0.1	-6	14	11	-2
CN(C)c1ccc(C(=O)OCC(=O)Nc2ccc(N3CCOCC3)cc2)cc1	-21	4	41	1.5	9	-10	-1	4
Cc1ccc(S(=O)(=O)NC(=O)Nc2cc(C)on2)cc1	-5	-2	13	0.1	16	3	1	6
CCOc1ccccc1OCCCC(=O)OCC(=O)Nc1cccc(Cl)c1	-3	-1	18	-1.1	12	17	7	-9
Cc1ccc(-c2csc3ncn(CC(=O)N4CCOCC4)c(=O)c23)cc1	-1	-1	-3	1.6	8	4	12	-3
CN(C)S(=O)(=O)c1ccc(C(=O)OCCc2ccccc2)cc1	12	2	-6	6.7	-22	19	13	-7
Cn1c(=O)oc2cc(S(=O)(=O)NCCN3CCN(c4ccccc4)CC3)ccc21	0	0	2	-1.7	6	15	10	4
CCOC(=O)C1(Cc2ccccc2C)CCCN(C(=O)c2ccc(COC)o2)C1 (stereo unspecified)	15	-2	-45	4.2	-87	19	24	-51
Cc1cc(C)cc(N(CC(=O)Nc2ccc(Br)cc2)S(=O)(=O)c2c(C)[nH]c(=O)[nH]c2=O)c1	-8	-7	15	0.2	3	-3	1	-4
C=CCCC(=O)Nc1nc(C)c(-c2csc(Nc3cc(Cl)ccc3OC)n2)s1	9	-2	29	2.2	12	17	30	12
COc1ccccc1CN1CC(C(=O)NCCCc2ccc(F)cc2)CCC1=O (stereo unspecified)	-4	-2	23	1.8	2	0	-3	-13
CC1CCc2nc(NC(=O)Nc3ccc4c(c3)OCO4)sc2C1 (stereo unspecified)	34	4	-123	6.6	-44	23	16	-90
COC(=O)c1ccc(NC(=O)Cn2nc(SC)n(N)c2=S)cc1	-16	-2	19	-2.1	10	-7	-8	13

Compound activity as filed in PubChem BioAssay.
